HTR5A inv ag – inverse agonist of human HTR5A in OPRM1-OPRD1 counter-screen | P47898 | HTR5A cell line, luminescence, inverse agonism | inhibition, % at 9.3 µM | 340,000 compounds, 0.083% hits | AID 504634; in the data active means inhibition mostly above about 23%, no sharp cut-off; inactive means mostly below about 18%;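 further: 0% = cells with DMSO and 100% = no-cell wells with DMSO; some compounds called inactive have numbers as strong as hits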
Target sequence (P47898 whole entry, looked up): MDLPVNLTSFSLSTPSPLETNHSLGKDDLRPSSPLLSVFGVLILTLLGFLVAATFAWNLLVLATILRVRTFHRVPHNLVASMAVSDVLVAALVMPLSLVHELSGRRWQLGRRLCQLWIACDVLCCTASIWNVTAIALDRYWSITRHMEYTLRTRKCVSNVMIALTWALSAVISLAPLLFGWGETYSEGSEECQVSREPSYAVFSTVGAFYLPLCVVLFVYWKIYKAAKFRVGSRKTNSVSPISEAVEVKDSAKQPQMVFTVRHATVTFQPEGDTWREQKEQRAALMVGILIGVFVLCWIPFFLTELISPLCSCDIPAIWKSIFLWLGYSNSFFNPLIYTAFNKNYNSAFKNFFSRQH
C-LANA FP – KSHV C-LANA DNA binding inhibition; inhibition, % at 9 µM; 340,000 compounds, 0.078% hits; MBP-C-LANA/FAM-LBS DNA binding, fluorescence polarization;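 active means highest replicate inhibition at or above 60% at 9 µM, even if other replicates fall short; inactive means all replicates below 60% inhibition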;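 further: 0% = neutral control wells and 100% = 4 µM acridine orange control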
V-ATPase pHluor – regulators of yeast V-ATPase proton transport; 350,000 compounds, 0.37% hits; S. cerevisiae, pHLuorin cytosolic pH fluorescence; response, % at 10 µM; AID 504577; in the data active means response mostly above about 7.3%, no sharp cut-off; inactive means mostly below about 5.4%; further: actives read high; inactives centre near 0; some compounds called inactive have numbers as strong as hits; reference of the scale not given here
Cardiac RTF inh – cardiac RTF calcium desensitization; P19429+P45379; IANBD-labeled cardiac RTF, Ca2+ fluorescence; inhibition, % at 7.15 µM; 340,000 compounds, 0.12% hits; AID 493244;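 active means inhibition above the mean inhibition of all tested compounds plus 3 SD, cut at about 17% in these data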;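 further: assay run at fixed EC70 calcium of 1.6 mM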
OPRM1-OPRD1 inv – mu-delta opioid heterodimer inverse agonism; AID 504357; cell-based MOR-DOR heterodimer luminescence; inhibition, % at 9.3 µM; 340,000 compounds, 0.21% hits; in the data active means inhibition above about 22%, passing the limit was not always enough;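 further: 0% = cells with DMSO and 100% = wells without cells with DMSO; values of inactives mirror those of a sister screen read the other way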
HTR5A ag – counter-screen for OPRM1-OPRD1 agonists: human HTR5A agonism; P47898; HTR5A agonist assay, luminescence, cell-based; activation, % at 9.3 µM; 340,000 compounds, 0.61% hits; AID 504692; in the data active means activation mostly above about 9.5%, no sharp cut-off; inactive means mostly below about 7.6%;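 further: 0% = cells with vehicle only and 100% = reference agonist; strong numbers were not always called active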
cardiac RTF act – cardiac RTF calcium sensitization. P19429+P45379. IANBD-labeled TnC RTF fluorescence at EC20 calcium; 0% EC20 calcium, 100% full calcium. activation, % at 7.2 µM. 340,000 compounds, 0.24% hits. AID 493008;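 active means activation above the mean over all tested compounds plus 3 SD, cut at about 30% in these data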;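 further: rise in fluorescence read as greater calcium sensitivity of cardiac thin filaments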
Keap1 Nrf2 FP – inhibitors of human Keap1-Nrf2 protein-protein interaction; inhibition, % at 9.4 µM; Keap1 Kelch-Nrf2 peptide fluorescence polarization, 1536-well; 340,000 compounds, 0.15% hits; Q14145; in the data active means inhibition above about 12%;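 further: human Keap1 Kelch domain with fluorescein labeled Nrf2 9mer peptide probe; 0% = neutral control wells and 100% = peptide positive control; higher means more block of Keap1 binding to Nrf2 peptide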
Target sequence (Q14145 whole entry, looked up, the tested form may be a part): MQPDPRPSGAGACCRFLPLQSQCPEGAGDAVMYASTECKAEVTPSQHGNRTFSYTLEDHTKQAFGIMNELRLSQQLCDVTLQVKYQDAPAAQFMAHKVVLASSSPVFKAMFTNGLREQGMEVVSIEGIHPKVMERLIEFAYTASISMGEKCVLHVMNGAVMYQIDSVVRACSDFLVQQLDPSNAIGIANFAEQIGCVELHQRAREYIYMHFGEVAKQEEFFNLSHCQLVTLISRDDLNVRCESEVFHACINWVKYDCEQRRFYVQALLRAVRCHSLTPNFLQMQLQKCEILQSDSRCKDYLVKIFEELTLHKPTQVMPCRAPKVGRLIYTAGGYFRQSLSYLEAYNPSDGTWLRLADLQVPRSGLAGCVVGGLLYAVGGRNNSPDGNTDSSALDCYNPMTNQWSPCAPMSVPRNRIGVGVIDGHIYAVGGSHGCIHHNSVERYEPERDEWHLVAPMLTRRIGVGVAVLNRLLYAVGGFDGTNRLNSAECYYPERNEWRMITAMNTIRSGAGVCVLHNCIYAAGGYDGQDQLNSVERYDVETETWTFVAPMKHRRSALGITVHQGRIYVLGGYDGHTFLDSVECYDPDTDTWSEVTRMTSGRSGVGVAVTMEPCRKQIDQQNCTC
CAL PDZ FP – blocks peptide binding to the human CAL PDZ domain; purified CAL PDZ, TMR-peptide fluorescence polarization, 1 h; inhibition, % at 24.9 µM; 300,000 compounds, 0.92% hits;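 active means mean inhibition of at least 30% with at least half of replicates also reaching 30%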;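 further: 0% = DMSO neutral control and 100% = excess unlabeled competitor peptide PRC23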
MOR-DOR ag – OPRM1-OPRD1 heterodimerization agonism. activation, % at 9.3 µM. cells, luminescence. 340,000 compounds, 0.3% hits; in the data active means activation above about 18%;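 further: 0% = vehicle-treated cells and 100% = reference agonist; values of inactives mirror those of a sister screen read the other way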
Numbers without * were called inactive; / = no result given.

smiles	HTR5A inv ag	C-LANA FP	V-ATPase pHluor	Cardiac RTF inh	OPRM1-OPRD1 inv	HTR5A ag	cardiac RTF act	Keap1 Nrf2 FP	CAL PDZ FP	MOR-DOR ag
COc1ccc(C(=O)Nc2cc([N+](=O)[O-])ccc2N2CCCC2)cc1	6	0.4	5	-8	0	-2	3	-2	1	-0.1
N#Cc1ccc(-c2ccc(F)cc2)nc1Oc1ccc(Cl)c(Cl)c1	-22	-1.0	-1	-6	14	8	0	0	-2	-3.3
C=CCc1cccc(/C=N/NC(=O)CCCNc2ccc(C)cc2)c1O	-7	-1.5	0	5	-25	2	0	3	2	4.7
COCCn1c(C)cc(C(=O)COC(=O)/C=C/c2c(C)nn(C3CCS(=O)(=O)C3)c2Cl)c1C (stereo not drawn)	-6	-0.6	-1	-18	6	1	-3	-5	-1	-0.9
COc1ccc2nc(C)cc(SCC(=O)NNC(=O)COc3cccc4ccccc34)c2c1	-9	0.1	-2	12	-2	2	-1	1	-2	0.5
O=C(O)/C=C/C(=O)N1N=C(c2ccco2)CC1c1ccco1 (stereo not drawn)	2	2.4	2	-3	1	-1	9	-6	-1	-0.2
O=C(O)c1ccccc1C(=O)N1N=C(c2ccccc2)CC1c1ccccc1O (stereo not drawn)	8	-0.4	1	1	9	-2	-1	-2	/	-1.9
O=C(O)CC(C(=O)Nc1ccc(Cl)c(Cl)c1)C1CCCO1 (stereo not drawn)	3	0.2	-2	-1	14	1	-2	3	0	-2.4
O=[N+]([O-])/C(C=Nc1ccccc1O)=C\Nc1ccccc1O	-20	-1.4	1	-1	-3	7	1	1	35*	0.6
COCCNC(=O)Cn1nc(-c2ccc(C)cc2)ccc1=O	-5	0.2	2	-8	0	1	1	-6	-2	-0.1
CCOc1ccc2nc(SCC(=O)NC(=O)NCc3ccco3)sc2c1	4	-0.9	2	-1	-5	2	-3	-11	/	1.1
N#Cc1c(C(F)(F)F)cc(-c2cccc(Cl)c2)[nH]c1=O	-9	-1.3	8	-18	10	-2	-5	-5	-4	-1.9
Cc1sc2ncnc(N3CCC(C(=O)Nc4nc(-c5cccs5)cs4)CC3)c2c1C	-11	1.4	3	7	-65	4	4	2	-4	12
Cc1ccc(OCCNC(=O)c2ccco2)cc1C	-25	-0.9	1	2	7	9	4	-4	-3	-1.2
CC(=C/c1ccco1)/C=N/NC(=O)c1nnn(-c2nonc2N)c1CN(C)C	-48	2.9	0	-13	-7	0	4	-6	/	1.4
COc1ccc(S(=O)(=O)Nc2ccc3oc(C)c(C(C)=O)c3c2)cc1	-22	0.6	-1	-13	-18	0	5	-2	0	3.3
O=c1c2[nH]c3cccc(Cl)c3c2ncn1CCN1CCCCC1	-10	-1.7	-2	-9	15	4	-4	-5	2	-3.5
CCOC(=O)c1c(C)[nH]c(C(=O)COC(=O)c2ccco2)c1C	2	2.4	6	5	7	-1	-1	-5	-9	-1.4
O=C(CN1CCN(c2ccc(Cl)cc2)CC1)Nc1ccc(F)c(F)c1	17	0.5	0	3	-9	-2	-4	2	11	2.1
N#Cc1cc([N+](=O)[O-])cnc1NCC(O)CO (stereo not drawn)	-21	-1.2	4	6	17	9	-5	-3	-9	-3.3
Cc1ccc(N2C(=O)CC(Sc3nccc(C)n3)C2=O)cc1 (stereo not drawn)	-35	-0.2	0	-6	13	13	1	-1	/	-2.5
CSc1ncc(CN2CCc3c([nH]c4ccccc34)C2c2cccc(O)c2)cn1 (stereo not drawn)	10	1.9	3	0	-55	-4	5	-7	-3	11
COc1ccc2cc(C(=O)N3CCc4ccccc43)[nH]c2c1	-19	0.9	8	-3	16	5	-2	-11	-4	-3.4
COc1ccc(N2CC(C(=O)NCCc3ccc(Cl)cc3)CC2=O)cc1 (stereo not drawn)	5	-1.8	1	-2	-2	-2	4	-4	-6	0.3
O=C(NNC(=O)c1ccc(F)cc1F)c1ccc2c(c1)OCO2	2	-0.2	2	-7	13	-1	4	-4	-2	-2.5
O=C(O)CCC(=O)NN1C(=O)c2ccccc2NC1c1ccco1 (stereo not drawn)	-12	-0.8	-4	-2	17	-3	2	-1	-4	-3.3
O=C(NC1CCCCC1)C(c1cccs1)N(CCCN1CCOCC1)C(=O)c1ccc(-c2ccccc2)[nH]1 (stereo not drawn)	9	-0.8	-2	2	16	3	0	1	-2	-3.2
O=C(OC1CCOC1=O)c1ccc(Cl)c(S(=O)(=O)N2CCCCC2)c1 (stereo not drawn)	-11	-0.1	1	-7	-1	10	3	-4	2	0.2
Cc1c(Cl)c([N+](=O)[O-])nn1CCCC(=O)N(Cc1ccccc1)Cc1ccccc1	-17	1.1	3	-2	-2	-2	0	0	0	0.5
COc1ccc(/C(C)=N/NC(=O)C2C3CCCCC32)c(OC)c1 (stereo not drawn)	3	0.2	-2	4	-3	-1	-4	2	0	0.4
CCc1ccc(/C=N/NC(=O)c2ccc(OC3CCCC3)cc2)s1	7	0.4	1	-4	11	-1	2	-3	1	-2.1
COc1ccccc1C(=O)Nc1ccccc1C(=O)NC1CCCCC1	1	0.5	0	-1	0	7	-3	2	3	0.0
O=C(O)c1ccc(N2C(=O)CC(N3CCN(c4ccc(Cl)cc4)CC3)C2=O)cc1 (stereo not drawn)	3	1.8	0	-8	11	-1	3	0	-6	-2.3
O=C1NCCNC1c1ccccc1 (stereo not drawn)	4	0.2	-2	-4	1	-1	-5	-1	0	-0.2
CC(C)NC(=O)CSc1nnc(-c2ccncc2)n1-c1ccccc1	-27	0.4	-13	-8	4	-3	-9	-1	-3	-0.7
CCCC(=O)Nc1nnc(SCC(=O)Nc2ccc3c(c2)OCO3)s1	11	-1.0	0	0	-8	-4	-6	0	0	1.2
Nc1ccc2oc(CCc3ccccc3)nc2c1	8	-2.5	-3	3	8	0	-6	-1	-3	-1.2
Cc1cccc(NC(=O)/C(C#N)=C/c2cccc([N+](=O)[O-])c2)n1	-20	0.9	-4	2	2	5	1	8	-6	-0.5
Cc1nn(C)c(C)c1Nc1ccc(N2C(=O)C3C4C=CC(C4)C3C2=O)cc1[N+](=O)[O-] (stereo not drawn)	-9	0.1	-1	0	9	-2	-1	2	-4	-1.8
COc1ccc(Cl)cc1NC(=O)CN(C)C(=O)Cc1n[nH]c(=O)c2ccccc12	-3	-2.1	1	9	6	1	-6	-4	-3	-1.1
O=C(CSc1nnc(SCc2ccccc2)s1)N/N=C/c1c(Cl)cccc1Cl	7	-1.7	-2	-1	-13	3	-2	1	-6	2.6
Cc1nonc1OC(C)CNc1ccc([N+](=O)[O-])cc1 (stereo not drawn)	10	-0.8	-1	-2	17	3	-2	-1	-4	-2.6
COCCNC(=O)CSc1nc2ccccc2c(=O)n1CCC(=O)NCCc1ccc(OC)c(OC)c1	-6	-0.3	2	2	10	2	-4	0	-4	-2.0
N=c1c(C(=O)NCCc2ccccc2)cc2c(=O)n3ccccc3nc2n1CC1CCCO1 (stereo not drawn)	-5	-4.0	-1	-11	7	2	-7	1	-4	-1.3
COc1ccccc1-n1cnnc1SC1CCOC1=O (stereo not drawn)	3	0.0	-3	-3	-2	-1	-2	-1	/	0.6
CC(C)C(=O)N1CCN(c2ccc(NC(=O)c3ccc(Br)o3)cc2)CC1	-4	-1.5	0	2	10	1	-3	0	2	-1.8
O=C(Nc1ccc2c(c1)OCCO2)c1ccc(NC(=O)C2CCCO2)cc1 (stereo not drawn)	11	-0.3	3	11	-9	4	-6	-2	-4	1.4
COc1cc(CCCN2C(=O)C(=O)NC[C@@H]2CC2CCCCC2)cc(OC)c1OC	3	-1.4	0	-3	6	9	2	4	-3	-1.1
CCCC(=O)Nc1ccc(Cl)c(NC(=O)c2ccc([N+](=O)[O-])cc2Cl)c1	10	2.9	0	-10	-34	6	15	-2	-3	6.6
CCC(c1ccccc1)C(CC)c1cc(O)c(O)c(O)c1 (stereo not drawn)	-4	2.4	-1	1	-95	1	-7	2	/	18*

(continued)
smiles	HTR5A inv ag	C-LANA FP	V-ATPase pHluor	Cardiac RTF inh	OPRM1-OPRD1 inv	HTR5A ag	cardiac RTF act	Keap1 Nrf2 FP	CAL PDZ FP	MOR-DOR ag
O=C(O)Cc1ccc(NC(=O)CCN2C(=O)c3ccc([N+](=O)[O-])cc3C2=O)cc1	-8	-1.7	-3	-7	-24	3	-1	0	1	4.7
CCCc1cc(=O)[nH]c(SCC(=O)N2c3ccccc3NC(=O)C2(C)C)n1	-3	0.9	-3	0	19	0	0	-4	-4	-4.9
Cc1cc2nc(-c3ccc[nH]c3=O)n(Cc3ccccc3F)c2cc1C	-4	-0.4	1	-1	5	1	-3	-1	-6	-1.1
CC1(c2ccccc2)C(C#N)C(=O)NC(=O)C1C#N (stereo not drawn)	6	-0.4	3	-7	17	-2	3	-6	-2	-3.4
O=C(CN1C2=NCCN2c2ccccc21)c1ccc(Br)s1	13	0.7	0	6	-16	-5	-4	-3	1	2.2
CC(=O)Nc1cccc(NS(=O)(=O)c2cc3c4c(c2)CCN4C(=O)CC3)c1	-10	-0.3	-2	-11	5	-5	-6	1	0	-0.8
O=C(NCc1ccco1)/C(=C\c1cccnc1)NC(=O)c1ccccc1F	-12	0.4	-7	-7	13	-1	-3	1	-1	-2.5
Cn1c2c(c(=O)n(C)c1=O)C(CC(=O)Nc1ccc(F)cc1)C(=O)N2 (stereo not drawn)	-1	1.7	0	-10	3	2	8	0	/	-0.6
COCCNC(=O)c1c(N)n(CCC2=CCCCC2)c2nc3ccccc3nc12	7	6.2	2	-6	19	-2	2	4	0	-3.9
Cc1ccc2cccc(S(=O)(=O)n3nc(C)cc3C)c2n1	6	0.3	-1	-4	7	4	-4	-1	/	-1.4
C/C(=N/NC(=O)c1cc(Cl)ccc1O)C12CC3CC(CC(C3)C1)C2	-2	0.5	-3	-6	4	1	1	1	1	-0.7
O=C1CC2(CCCC2)Oc2ccc(F)cc21	-1	-0.2	-2	-16	17	0	-2	-3	1	-3.2
C/C=C/C(=O)OCC(=O)Nc1cc(-c2cc(C)c(C)cc2C)nn1-c1ccccc1	6	0.2	1	3	-8	-2	3	-8	-1	1.6
COc1ccccc1OCCSc1nc2ccc([N+](=O)[O-])cc2s1	2	2.1	-3	0	8	0	10	-1	0	-1.4
CNC(=O)COc1coc(CN2CCN(c3ccc(OC)cc3)CC2)cc1=O	23	1.1	-1	-6	1	0	3	-3	0	-0.1
CCN1CCC(=NNC(=O)c2ccc(C)c([N+](=O)[O-])c2)CC1	19	-1.4	0	-8	0	4	4	-5	-2	0.0
CN(C)CCNC(=O)c1onc(CSc2ccc(F)c(F)c2)c1C(=O)NCCN(C)C	3	1.3	-3	6	2	9	7	-7	-4	-0.3
O=C1CCc2cc(NS(=O)(=O)c3ccc(Br)cc3)cc3c2N1CC3	-12	-0.2	3	-34	3	5	5	6	0	-0.6
CC(CO)(CO)NC(=O)c1ccc(=O)[nH]n1	-18	-0.6	2	2	7	6	2	0	-4	-1.4

Screening results from PubChem.
